DAX1 inh: DAX1 (NR0B1) inhibitors, primary screen, cell-based, HEK293, Gal4-DAX1, luciferase luminescence | Nuclear receptor subfamily 0 group B member 1 (Homo sapiens), P51843 | HEK293 Gal4-DAX1 luciferase reporter | inhibition, % at 6.75 µM | 340,000 compounds, 0.99% hits;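 active = inhibition above the mean over all tested compounds plus 3 SD, cut at about 4.2% in these data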;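 note: 0% = DAX1-transfected cells with DMSO and 100% = empty-vector control cells with DMSO; inhibition shows as a rise in luminescence from relieved DAX1 repression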
Target sequence (P51843 207-470 limits assumed): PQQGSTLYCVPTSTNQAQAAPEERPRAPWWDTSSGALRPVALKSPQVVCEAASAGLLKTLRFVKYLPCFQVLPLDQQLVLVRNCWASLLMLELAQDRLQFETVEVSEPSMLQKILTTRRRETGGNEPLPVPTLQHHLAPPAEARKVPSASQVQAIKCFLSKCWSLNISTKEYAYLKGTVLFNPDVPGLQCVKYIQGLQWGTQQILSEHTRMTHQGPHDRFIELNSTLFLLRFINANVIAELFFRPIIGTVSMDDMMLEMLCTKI
Rev-erbA mod: modulators of Rev-erb alpha DNA binding, primary screen, biochemical, FITC-DNA, fluorescence polarization, uHTS | Nuclear receptor subfamily 1 group D member 1 (Homo sapiens), P20393 | AID 1259318, 2017 | activity, % at 10 µM | Rev-erbα–FITC-DNA binding, 90 min | 370,000 compounds, 0.79% hits;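 active = activity above about 14%, limit read from the data; passing the limit was not always enough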;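 note: 0% = DMSO wells with 35 nM protein and 100% = DMSO wells with 750 nM protein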
Target sequence (P20393 whole entry, looked up): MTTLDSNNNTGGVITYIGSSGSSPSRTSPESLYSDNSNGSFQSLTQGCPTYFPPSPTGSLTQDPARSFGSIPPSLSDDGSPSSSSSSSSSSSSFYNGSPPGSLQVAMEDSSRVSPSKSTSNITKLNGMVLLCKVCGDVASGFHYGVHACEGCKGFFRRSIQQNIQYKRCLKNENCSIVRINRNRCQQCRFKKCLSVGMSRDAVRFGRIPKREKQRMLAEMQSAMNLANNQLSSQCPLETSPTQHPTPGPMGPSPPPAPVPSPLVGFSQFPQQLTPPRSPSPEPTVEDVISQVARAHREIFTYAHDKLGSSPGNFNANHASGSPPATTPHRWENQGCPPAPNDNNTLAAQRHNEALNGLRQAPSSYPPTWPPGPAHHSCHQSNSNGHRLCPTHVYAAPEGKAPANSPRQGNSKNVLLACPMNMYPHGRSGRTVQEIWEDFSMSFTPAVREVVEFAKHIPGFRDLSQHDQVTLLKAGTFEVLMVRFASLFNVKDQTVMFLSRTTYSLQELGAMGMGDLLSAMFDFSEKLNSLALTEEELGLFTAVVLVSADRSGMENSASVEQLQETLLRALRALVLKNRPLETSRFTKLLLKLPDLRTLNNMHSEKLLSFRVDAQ
GAA850 FXN act: FXN promoter activators, primary screen, cell-based, luciferase luminescence, HEK293 lucGAA850; HEK293 lucGAA850 FXN promoter luciferase reporter, 24 h; percent of 10 µM SAHA response; activation, % at 6 µM; 360,000 compounds, 0.56% hits;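 active = activation above the average of all compounds screened plus 3 SD, cutoff fixed separately per campaign, cut at about 7.5% in these data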;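 note: 0% = DMSO wells and 100% = 10 µM SAHA wells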
Active calls of the source: *. Some of the compounds tested (hit frequency here may not be typical).

SMILES	DAX1 inh	Rev-erbA mod	GAA850 FXN act
O=C(c1c(F)cccc1F)N(Cc1ccccn1)C1CCCC1	-0.9	0	-0.7
O=C(CN1C(=O)NC2(CCCCCCC2)C1=O)N1CCOCC1	2.4	-4	-3.7
CCOC(=O)C1=C(C)N(CCO)C(=O)NC1c1ccccc1 (stereo not given)	-0.6	-2	-1.2
COc1cc(S(=O)(=O)N(Cc2ccc(C)cc2)C2CCCCC2)ccc1-n1cnnn1	-0.1	-1	0.6
COc1ccccc1N1CCN(Cc2ccc(OC)c3ccccc23)CC1	0.0	2	-1.5
Cc1nc2ccccn2c1/C(O)=C1\C(=O)C(=O)N(CCN2CCOCC2)C1c1cccs1 (stereo not given)	-0.9	1	1.9
C=CC(=C)CC(NC)c1ccccc1 (stereo not given)	-0.2	-3	-5.6
Cc1cc(C)c(NC(=O)CN2C(=O)NC3(CCCCC3)C2=O)c(Cl)c1	-0.8	-5	-1.1
CCOC(=O)C1=C(O)CCn2c1nc1ccccc12	2.2	3	-0.5
Cc1ccc(-c2nnn(CC(=O)N(Cc3ccccc3)C(C(=O)NC(C)(C)C)c3ccncc3)n2)o1 (stereo not given)	0.4	3	-3.1
CCn1c2ccccc2c2cc(NC(=O)c3cccc(OC)c3)ccc21	0.4	-1	0.4
O=C(O)c1ccc(CNC(=O)c2ccc(Br)o2)cc1	1.0	-3	2.8
COc1ccc(C(=O)Cn2c(Br)nc3c2c(=O)n(C)c(=O)n3C)cc1	-1.2	0	-2.5
CCOC(=O)CSc1nnc(CNC(=O)c2cc(OC)c(OC)c(OC)c2)n1C	0.6	-1	-2.4
CCOC(=O)c1c(-c2cccs2)csc1NC(=O)CSc1ncn[nH]1	-0.5	5	-1.5
O=c1ccccn1Cc1c(Cl)cccc1Cl	-0.5	3	4.0
COc1ccc(CNS(=O)(=O)c2ccc3oc(C(=O)O)c(C)c3c2)cc1	-0.6	0	-0.2
Cc1nc(C)c(C(=O)NCc2ccc(Cl)cc2)o1	-1.9	-1	-0.7
CCn1c(=O)cc(SCC(=O)NCCCN2CCN(c3ccccc3F)CC2)c2ccccc21	-0.5	3	-3.2
CCOc1ccc(C(=O)CCC(=O)O)cc1	-1.0	0	-0.9
CCCc1cc(C(N)=O)c(NC(=O)c2cc(C)on2)s1	-0.8	6	6.6
COc1ccc(OC)c(-c2cc(C(=O)NCCN3CCOCC3)no2)c1	0.1	-2	-0.5
C=CCn1c(SCc2ccc(C(=O)Nc3ccccc3)cc2)nnc1-c1ccccc1	0.4	-3	1.7
CCOC(=O)CNC(=O)Cn1cnc2c(nnn2-c2ccc(F)cc2)c1=O	-0.3	0	-2.5

Just GAA850 FXN act, for some of the entries so far:
Molecule	GAA850 FXN act
COc1ccc(C(=O)Cn2c(Br)nc3c2c(=O)n(C)c(=O)n3C)cc1	-2.5
CCOC(=O)CSc1nnc(CNC(=O)c2cc(OC)c(OC)c(OC)c2)n1C	-2.4
CCOC(=O)c1c(-c2cccs2)csc1NC(=O)CSc1ncn[nH]1	-1.5

Next structures.
SMILES	DAX1 inh	Rev-erbA mod	GAA850 FXN act
CCCCn1c(=O)[nH]c(=O)c2c1ncn2Cc1ccco1	0.9	1	-1.7
CN(C)CCSc1nc(N)c2c3c(sc2n1)COC(C)(C)C3	0.3	3	-1.5
O=C(CSc1nnc2ccccn12)N1CCOCC1	-0.7	-5	-1.6
COc1ccc(CCNC(=O)c2cc(-c3cccs3)on2)cc1OC	-0.3	0	16*
NC[C@H]1O[C@H](O[C@H]2[C@H](O)[C@@H](O[C@H]3O[C@H](CO)[C@@H](O)[C@H](N)[C@H]3O)[C@H](N)C[C@@H]2N)[C@H](N)C[C@@H]1O	0.2	8	1.4
O=C(Nc1cccnc1)c1cccs1	-1.2	-6	-1.8
O=C(NCc1cccnc1)C1c2ccccc2C(=O)N1Cc1ccco1 (stereo not given)	0.9	-2	-4.8
COC(=O)COc1ccc(Oc2cc(C)nc(SC)n2)nn1	-0.5	-4	3.0
CCOC(=O)c1cc(OC(=O)c2cccs2)n(-c2ccccc2)n1	0.1	-3	-0.2
COc1ccc(-c2nnn(CC(=O)N3CCOCC3)n2)cc1	-0.4	1	-0.4
O=C(OC1CCCCC1=O)c1ccc(F)c(S(=O)(=O)N2CCOCC2)c1 (stereo not given)	-0.4	5	2.0
O=C(NCCC1=CCCCC1)C1CCN(S(=O)(=O)c2cccs2)CC1	-1.6	-1	-1.5
O=C(CSc1nnc2scc(-c3ccc(Cl)cc3)n12)NCc1ccc2c(c1)OCO2	0.1	12	1.2
O=C(CN1CCOCC1)NCc1ccccc1	-0.2	2	1.0
COc1ccc(OC)c(NC(=O)c2c3c(nc4ccccc24)CCC3)c1	0.0	-5	-2.2
COc1ccc(-n2nnc3c(=O)n(Cc4ccccc4C)cnc32)cc1	-0.1	3	-0.8
Cc1ccc(NCc2nnc(SCC(=O)NCCc3ccccc3)n2C)cc1	1.2	6	-0.5
O=C(NC(=S)Nc1cccc(Cl)c1N1CCCCC1)c1ccco1	1.1	-3	3.2
COc1ccc(-c2cc(C(=O)N(C)Cc3ccccc3)no2)cc1OC	-0.6	3	5.0
Clc1cccc(Cl)c1Cn1cnc2c(NCc3ccco3)ncnc21	-1.3	-1	-4.7
COc1cc(C(=O)NCCC(=O)NCCCN2CCCCC2C)cc(OC)c1OC (stereo not given)	1.1	4	-0.9
Cc1cc(C)c2c3c(sc2n1)C(c1ccccc1)C(C#N)=C(N)O3 (stereo not given)	-1.0	2	0.1
Cc1cc(NC(=O)c2cc(-c3cccs3)on2)no1	-0.2	1	-0.8
COc1ccccc1CN1C(=O)c2ccncc2C1=O	-0.7	-1	-2.8
COc1cccc(N2CCN(C(=O)c3cccnc3)CC2)c1	0.3	-3	0.1
COc1ccc(-n2cnc3cc(NCc4ccco4)ccc32)cc1	2.0	-3	7.2
S=C(Nc1ccc(Cl)c(Cl)c1)NC1CCCCC1	-0.7	-4	-0.3
O=C(NNc1ccccc1[N+](=O)[O-])Nc1ccccc1	1.5	11	-1.1
CCOC(=O)c1cc(NC(=O)N(CC)C2CCCCC2)c(C)nc1C	-0.2	0	-2.6
Cc1ccc(S(=O)(=O)N2CCCC2C(=O)Nc2nc3ccccc3s2)cc1 (stereo not given)	-0.5	5	1.5
O=C(CNC(=O)Cc1ccccc1)NCC(=O)OCc1ccc(C(=O)c2ccccc2)cc1	-1.3	22*	0.9
Cc1cnn(-c2cc(N/N=C/c3ccccc3)ncn2)c1	1.0	1	2.1
CCN1C(=O)C(CC(=O)NCc2ccc(Cl)cc2)N(CC)C1=O (stereo not given)	0.2	0	-0.6
CC(C)CC(=O)Nc1cc([N+](=O)[O-])ccc1Cl	0.2	0	0.8
Cc1ccc(-n2c(Cn3nc(C(F)(F)F)cc3C)n[nH]c2=S)cc1	0.0	5	-0.4
CCNC(=S)NNC(=O)c1csc2c1CCCC2	-0.5	3	2.5
COc1ccc2oc(-c3ccc(C)c(NC(=O)CSc4ccc(Cl)cc4)c3)nc2c1	1.0	6	5.3
CCOC(=O)C(NS(=O)(=O)c1ccc(Br)cc1)C(C)C (stereo not given)	-0.4	-2	-1.2
Cc1cc(NC(=O)c2noc3c2CCCCC3)no1	1.1	-3	2.1
O=C(Cc1c(O)c2ccccc2[nH]c1=O)NCc1cccc(F)c1	0.2	1	3.1
CC(C)NC(=O)CSc1nnc2sc3ccccc3n12	1.0	-2	-3.5
CC(C)C(=O)Nc1cccc(C(=O)NCc2ccc3c(c2)OCO3)c1	-0.8	-3	-1.5
CC1(C)CN(c2ccccc2)N(C(=O)c2ccc(F)cc2)C1=O	-0.9	1	-1.6
Cc1cccc(NC(=O)CSc2nnc(-c3ccc(S(=O)(=O)N4CCCC4)cc3)o2)c1	-0.1	0	-0.9
CCCCNC(=O)CSc1nnc(-c2c[nH]c3ccccc23)n1CC1CCCO1 (stereo not given)	0.2	-4	2.8
Clc1cccc(Cl)c1Cn1c(-c2cccnc2Cl)nc2ccccc21	-1.5	-2	0.9
Cc1cc(C(=O)NCc2cccs2)cs1	0.4	3	2.8
NC(=O)c1oc2ccccc2c1NC(=O)C1CC(=O)N(c2ccccc2)C1 (stereo not given)	-0.2	-8	0.7
CC(C)c1ccc(NC(=O)NC2CCCCC2)cc1	1.7	0	4.2
Cc1onc(-c2ccccc2Cl)c1C(=O)N1CC(C)OC(C)C1 (stereo not given)	-0.1	1	1.2
CCc1[nH]c(=O)c(C#N)c2c1CSC(C)(C)C2	0.1	-1	3.0
Cc1c(C(=O)Nc2cccc(Cl)c2)oc2ccc(S(=O)(=O)N3CCC4(CC3)OCCO4)cc12	2.2	7	-3.2
Clc1cccc(-c2nnc(SC/C=C/c3ccccc3)n2Cc2ccco2)c1	0.4	-3	-0.5
COc1ccc(-n2cnc3cc(NCc4ccccn4)ccc32)cc1	1.5	3	1.2
O=C(c1ccco1)N1CCN(c2ncnc3scc(-c4cccs4)c23)CC1	-1.1	1	1.9
O=C(CCCn1c(=O)[nH]c2ccsc2c1=O)Nc1ccc(F)cc1	0.6	3	2.0
COc1ccc(-c2nc(NC(=O)CSc3nnc(C)s3)ns2)cc1	-0.2	-1	-1.1
CCOc1ccccc1N1CCN(C(=O)c2cc(C)oc2C)CC1	1.6	-5	-1.6
COc1cc(NC(=O)c2c(F)cccc2F)nc(OC)n1	1.1	17	0.1
Cc1ccc2c(c1)CCCN2C(=O)C1CCCO1 (stereo not given)	1.6	-2	-2.6

Next section; the last 2 above are carried over.
SMILES	DAX1 inh	Rev-erbA mod	GAA850 FXN act
COc1cc(NC(=O)c2c(F)cccc2F)nc(OC)n1	1.1	17	0.1
Cc1ccc2c(c1)CCCN2C(=O)C1CCCO1 (stereo not given)	1.6	-2	-2.6
Cc1cc(/C=N/NC(=O)c2cccc(N(C)C)c2)c(C)n1-c1cc(C(=O)O)cc(C(=O)O)c1	-0.2	-4	4.6
C=CCn1ncc(OC)c(Cl)c1=O	-0.5	3	-1.2
Nn1c(SCC(=O)NCCC2=CCCCC2)nnc1C(F)(F)F	0.2	5	-1.4
Cc1nnc2sc(-c3ccco3)nn12	2.9	6	-1.9
COc1cc(C(=O)NCCC(=O)NCCN2CCOCC2)cc(OC)c1OC	-0.7	-2	4.9
COc1ccc(NC(=O)OCC(C)C)cc1OC	1.2	-3	1.3
CC(=O)NC(NC(C)=O)c1ccc(Br)cc1	0.5	-2	-0.7
Cc1nn(Cc2ccc(Cl)cc2)c(C)c1NC(=O)c1noc2c1CCCCC2	-0.9	0	-6.1
CN(C)S(=O)(=O)c1cccc(-c2nnc(-c3ccccc3)o2)c1	-0.5	-3	2.2
Cc1nonc1NC(=O)CSc1nc2cc(Cl)ccc2c2c1CCCC2	-0.2	173*	-0.2
Cc1ncoc1C(=O)NCc1ccccc1Cl	-0.2	0	-1.3
COc1ccc(CN(Cc2ccccn2)C(=O)CN2C(=O)COc3ccccc32)cc1	-0.3	2	-0.7

Single records (already shown):
`Nn1c(SCC(=O)NCCC2=CCCCC2)nnc1C(F)(F)F` in the list: DAX1 inh = 0.2; Rev-erbA mod = 5; GAA850 FXN act = -1.4
`COc1ccc(CN(Cc2ccccn2)C(=O)CN2C(=O)COc3ccccc32)cc1` in the list: DAX1 inh = -0.3; Rev-erbA mod = 2; GAA850 FXN act = -0.7

The listing continues.
SMILES	DAX1 inh	Rev-erbA mod	GAA850 FXN act
O=C(CN1C(=O)C2(OCCO2)c2ccccc21)c1ccc(Br)cc1	-1.2	4	-1.6
O=C(Nc1ccc(S(=O)(=O)NC2=NCCCCC2)cc1)c1ccc(C(F)(F)F)cc1	-1.4	0	0.6
CCNC(=S)NNC(=O)c1cc(-c2cc(C)ccc2C)nc2ccccc12	-1.0	0	-0.3
CC(=O)Nc1ccc(OC(=O)c2cc([N+](=O)[O-])ccc2Cl)cc1	0.0	-5	-1.5
CCc1ccc(-c2cc(C(=O)Nc3c(C)n(C)n(-c4ccccc4)c3=O)c3ccccc3n2)s1	-1.1	4	-3.8
COc1ccc(CN2CCOCC2)cc1Br	-0.2	-2	-1.0
O=C(CN1C(=O)COc2ccccc21)N(CCCN1CCOCC1)CC1CC=CCC1 (stereo not given)	-0.8	2	-1.2
Clc1ccccc1Cn1nnc2c(Nc3ccccc3)ncnc21	-0.7	9	0.8
Cc1cccc(NC2(C(F)(F)F)N=C(c3ccccc3)NC2=O)n1 (stereo not given)	-0.6	-5	-1.9
COc1ccc(NC(=O)CSc2nnc(Cc3cccn3C)n2CCc2ccccc2)c(OC)c1	0.6	-1	-2.2
CCN1CCN(S(=O)(=O)c2ccc3ccccc3c2)CC1	1.9	-1	-0.7
Cc1ccc(Cn2nc(C)c(NC(=O)c3cc(-c4ccco4)on3)c2C)cc1	-0.3	-1	0.3
COC(=O)C(NC(=O)C(C)Oc1ccccc1)C(C)C (stereo not given)	0.0	2	0.1
O=C(NCCCn1ccnc1)c1cc(-c2ccc3c(c2)OCO3)on1	0.6	2	4.3

Some of these compounds in order of heavy-atom count, falling:
SMILES	DAX1 inh	Rev-erbA mod	GAA850 FXN act
COc1ccc(NC(=O)CSc2nnc(Cc3cccn3C)n2CCc2ccccc2)c(OC)c1	0.6	-1	-2.2
Cc1cccc(NC2(C(F)(F)F)N=C(c3ccccc3)NC2=O)n1 (stereo not given)	-0.6	-5	-1.9
COC(=O)C(NC(=O)C(C)Oc1ccccc1)C(C)C (stereo not given)	0.0	2	0.1
COc1ccc(CN2CCOCC2)cc1Br	-0.2	-2	-1.0

High-throughput results (PubChem BioAssay)
